Assay outcomes deposited in PubChem by The Scripps Research Institute Molecular Screening Center.
PLCg1 inh – PLC-gamma1 enzyme inhibitors, primary screen, biochemical, fluorescence, purified enzyme; fluorogenic substrate; inhibition, % at 12.2 µM; 0.84% of 370,000 active; AID 720700, 2013; in the data active = inhibition above about 9.5%
Target sequence (P19174 whole entry, looked up): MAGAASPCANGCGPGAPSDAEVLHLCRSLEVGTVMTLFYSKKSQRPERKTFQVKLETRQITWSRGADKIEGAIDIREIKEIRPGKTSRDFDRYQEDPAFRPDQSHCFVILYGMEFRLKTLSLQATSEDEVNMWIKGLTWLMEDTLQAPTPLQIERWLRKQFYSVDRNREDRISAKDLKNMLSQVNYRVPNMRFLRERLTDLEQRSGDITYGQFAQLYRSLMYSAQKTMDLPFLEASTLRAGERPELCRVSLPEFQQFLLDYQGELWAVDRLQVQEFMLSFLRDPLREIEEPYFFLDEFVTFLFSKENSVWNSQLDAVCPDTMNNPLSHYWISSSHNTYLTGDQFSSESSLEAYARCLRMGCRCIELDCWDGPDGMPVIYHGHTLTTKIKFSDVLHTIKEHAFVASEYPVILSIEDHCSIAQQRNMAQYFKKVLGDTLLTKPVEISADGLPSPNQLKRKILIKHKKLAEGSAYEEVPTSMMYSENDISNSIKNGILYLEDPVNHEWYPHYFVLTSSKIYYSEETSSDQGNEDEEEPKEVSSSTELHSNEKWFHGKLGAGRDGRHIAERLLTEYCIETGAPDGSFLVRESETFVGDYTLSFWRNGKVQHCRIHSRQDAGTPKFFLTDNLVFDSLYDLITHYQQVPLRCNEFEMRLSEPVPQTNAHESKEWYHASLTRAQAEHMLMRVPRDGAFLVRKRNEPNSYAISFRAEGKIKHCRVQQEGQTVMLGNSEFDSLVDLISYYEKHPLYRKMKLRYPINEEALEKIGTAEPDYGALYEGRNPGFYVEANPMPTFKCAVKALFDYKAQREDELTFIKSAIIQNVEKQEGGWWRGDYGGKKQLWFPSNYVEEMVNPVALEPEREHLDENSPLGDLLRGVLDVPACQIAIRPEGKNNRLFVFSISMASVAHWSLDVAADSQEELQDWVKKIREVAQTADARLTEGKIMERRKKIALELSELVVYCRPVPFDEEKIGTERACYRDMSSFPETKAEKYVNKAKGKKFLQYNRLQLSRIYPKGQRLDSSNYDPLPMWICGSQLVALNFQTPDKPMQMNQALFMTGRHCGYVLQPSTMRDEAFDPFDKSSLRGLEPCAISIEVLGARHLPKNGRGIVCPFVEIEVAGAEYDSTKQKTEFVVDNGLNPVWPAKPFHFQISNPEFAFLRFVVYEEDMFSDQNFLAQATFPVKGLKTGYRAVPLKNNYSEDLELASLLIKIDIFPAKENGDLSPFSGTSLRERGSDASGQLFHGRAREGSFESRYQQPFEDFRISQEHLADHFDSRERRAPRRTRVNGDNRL
ADAM17 inh – ADAM17 inhibitors, primary screen, biochemical, QFRET; AID 720648, 2013; inhibition, % at 6.95 µM; Disintegrin and metalloproteinase domain-containing protein 17 (Homo sapiens), P78536; recombinant ADAM17, EDANS/DABCYL FRET peptide cleavage; 0.83% of 370,000 active;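 active = inhibition above the mean of compounds lying between control limits plus 3 SD, set per campaign, cut at about 8.5% in these data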;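 also: 0% = DMSO-only wells as the low control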
ADAM10 inh – human ADAM10 inhibitors, primary screen, biochemical, QFRET, HTS. Disintegrin and metalloproteinase domain-containing protein 10 (Homo sapiens), O14672. recombinant ADAM10, EDANS/DABCYL FRET peptide cleavage, 3 h. inhibition, % at 7 µM. 0.62% of 370,000 active;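 active = inhibition above a per-campaign cutoff equal to the mean of compounds falling between control-based bounds plus 3 SD, cut at about 20% in these data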;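 also: 0% = DMSO wells while the 100% control is not disclosed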
TDP2 inh – human TDP2 enzyme inhibitors, primary screen, biochemical, epi absorbance, recombinant enzyme | Tyrosyl-DNA phosphodiesterase 2 (Homo sapiens), O95551 | T5PNP hydrolysis, p-nitrophenol absorbance 415 nm | inhibition, % at 12.8 µM | 0.34% of 370,000 active | AID 720702, 2013;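 active = inhibition above the mean of all tested compounds plus 3 SD, set per campaign, cut at about 25% in these data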;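 also: 0% = DMSO with enzyme and 100% = buffer with substrate but no TDP2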
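Material: recombinant human TDP2; quantity: TDP2 enzyme at 120 nM final; medium: Tris-HCl pH 7.5 with MgCl2; compound: single concentration, 12.8 µM nominal, with 1% DMSO; incubation: 2 h enzyme incubation at 37 °C; signal: epi absorbance; measure: percent inhibition; benchmarks: high control without enzyme, low control DMSO plus TDP2; repeats: singlicate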
LEDGF integ inh – blockers of LEDGF/p75-dependent integrase strand transfer – biochemical, TR-FRET, high throughput, primary screen | 0.64% of 370,000 active | TR-FRET IN-LEDGF/p75 DNA integration, Eu/Cy5 | inhibition, % at 3.7 µM | AID 743269, 2014;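 active = inhibition above the screen-wide mean plus 3 SD, cut at about 13% in these data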;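 also: signal is the Cy5 over europium emission ratio at 671 and 618 nm; 0% = plate median of compound wells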
ARFGAP1 inhibitor – inhibitors of rat ARFGAP1 GAP activity, primary screen, biochemical, fluorescence polarization, GDP tracer; inhibition, % at 16.5 µM; 0.26% of 360,000 active; ADP-ribosylation factor GTPase-activating protein 1 (Rattus norvegicus), Q62848; Arfgap1-stimulated ARF1 GTP hydrolysis, GDP FP detection;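 active = inhibition above a per-plate limit, mean inhibition of low control wells plus 3 SD, cut at about 25% in these data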;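 also: 0% = DMSO wells with enzyme and 100% = wells lacking Arfgap1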
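Material: truncated rat Arfgap1 GAP domain; Incubation: compound-enzyme preincubation 20 min, reaction 120 min, detection 60 min, 25 °C; Read-out: percent inhibition of Arfgap1-stimulated GTP hydrolysis; Technique: FP, GDP Alexa 633 tracer displaced from anti-GDP antibody, 620/688 nm; Controls: No-Arfgap1 wells (100%) versus DMSO full-reaction wells (0%); Replication: single well per compound.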
ASAP1 GAP inh – inhibitors of human ASAP1 ArfGAP activity, primary screen, biochemical, fluorescence polarization; Arf-GAP with SH3 domain, ANK repeat and PH domain-containing protein 1 (Homo sapiens), …; ASAP1-stimulated ARF1 GTP hydrolysis, GDP FP detection; inhibition, % at 16.5 µM; 0.19% of 360,000 active; in the data active = inhibition above about 25%;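 also: 0% = vehicle with enzyme and substrate and 100% = no enzyme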
KLK7 zymogen act – proKLK7 zymogen activators, primary screen, biochemical, fluorescence intensity | Kallikrein-7 (Homo sapiens), P49862 | purified proKLK7, EDANS-DABCYL substrate fluorescence; 100% is mature enzyme control, 0% vehicle | activation, % at 7 µM | 0.9% of 370,000 active | AID 652039, 2013;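 active = activation above the mean of all tested compounds plus 3 SD, computed per campaign excluding outliers beyond control limits, cut at about 13% in these data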
Tn7 DDE FP – inhibitors of Tn7 peptide binding to fibrin DD(E), primary screen, biochemical, fluorescence polarization, human fibrin, Tn7 probe; FP displacement of FITC-Tn7 peptide from fibrin DD(E); 0% = median of compound wells per plate; inhibition, % at 8.3 µM; 0.13% of 370,000 active;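 active = inhibition above the mean of compounds falling within the control limits plus 3 SD of them, cut at about 14% in these data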;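 also: 0% = plate median of compound wells and 100% = 10 µM Aha-Tn7 peptide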
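Also added: labelled Tn7 tracer, 0.1 µM; Assay system: human fibrin DD(E) protein; Amount: 2 µM fibrin DD(E); Schedule: 10 min compound pre-incubation, 3 h probe incubation at room temperature; Repeats: one replicate per compound; Read-out basis: percent inhibition; Measured by: fluorescence polarization of the labelled Tn7 tracer.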
Tn6 DDE FP – inhibitors of Tn6 peptide binding to fibrin DD(E), primary screen, biochemical, fluorescence polarization, human fibrin, Tn6 probe; Fibrinogen beta chain (Homo sapiens), P02675; Fibrin DD(E) TRITC-Tn6 fluorescence polarization displacement; inhibition, % at 8.3 µM; 0.21% of 370,000 active; AID 720509, 2013;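 active = inhibition above a per-campaign cutoff: mean of compounds within control limits plus 3 SD, cut at about 15% in these data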;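 also: 0% = median of all compound wells on the plate and 100% = blocking peptide control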
An asterisk follows results filed as active; nt = not tested or not shown. Not a hit list; overall some 4.2% were active at least once.

Values run as follows: LEDGF integ inh	Tn7 DDE FP	Tn6 DDE FP	KLK7 zymogen act	ARFGAP1 inhibitor	PLCg1 inh	ASAP1 GAP inh	ADAM10 inh	ADAM17 inh	TDP2 inh
COCC(C)NC(=O)CCSc1nc(-c2ccc(OC)cc2)cc(C(F)(F)F)n1 (configuration not stated)
    0	-1	6	1.1	8	-27	4	-172	-46	-22
CCCNC(=O)c1ccc2c(=O)n3c(-c4ccc(C)cc4)csc3nc2c1
    2	7	0	-8.0	9	-95	5	-117	-27	2
C/C(=N\O)C(C)(C)Nc1cccc(F)c1
    2	6	1	-0.2	-14	6	3	11	1	-8
O=C(NCc1ccccn1)c1ccc(COc2ccc(Cl)cc2)o1
    -3	4	-2	-0.3	-2	-3	6	0	0	-3
CCCCOC(=O)c1ccc(S(N)(=O)=O)o1
    2	-2	0	0.0	5	-1	-6	-8	2	4
O=C(NC1CCCCC1)c1csnn1
    4	-2	-5	-0.1	-1	3	-3	-4	-6	5
CCC(=O)Nc1ccccc1-c1nnn(CC(=O)N2c3ccccc3CC2C)n1 (configuration not stated)
    2	-1	1	-0.4	0	1	-2	2	-5	8
Cc1cc(C)cc(N2CC(C)Cn3c2nc2c3c(=O)[nH]c(=O)n2C)c1 (configuration not stated)
    -4	-3	0	-0.3	0	-1	-7	-5	-7	-11
NNc1nc2c(Cl)ccc(Cl)c2s1
    2	5	-3	-0.1	5	-14	12	5	-3	5
CC(=O)N1CCN(C(=O)c2ccc(S(=O)(=O)Nc3ccccc3Cl)cc2)CC1
    -9	1	5	0.2	8	-5	0	-2	-5	-5
NC(Cc1c[nH]c2ccccc12)C(=O)NCc1ccccc1 (configuration not stated)
    7	-6	-5	0.0	1	-2	-1	-4	-2	-3
C=COCCNC(=S)N1CCOCCOCCN(C(=S)NCCOC=C)CCOCC1
    8	2	-2	1.1	10	9	1	1	0	-7
CCOP(=O)(OCC)c1nc(Cc2ccccc2)oc1NCc1ccccc1
    -6	-2	-6	-0.4	2	-3	2	-11	-3	7
Cc1ccc(-c2nnc(NCc3ccccc3)c3ccccc23)cc1
    2	-1	1	-0.1	4	3	-12	-2	1	-3
O=C1OC(Oc2ccccc2)(c2ccccc2)c2ccccc21 (configuration not stated)
    0	-2	2	0.5	9	-1	-9	10	5	-9
O=C(Cn1cc(C(=O)C2CCCCC2)c2ccccc21)NCC1CCCO1 (configuration not stated)
    -1	7	2	-0.5	6	1	0	-1	-3	1
COc1cc(-c2nnc(SCC(=O)NC3CCS(=O)(=O)C3)o2)cc(OC)c1OC (configuration not stated)
    1	-6	1	0.5	5	1	-14	-1	-3	17
Cc1ccc(C(=O)N/N=C/c2nc3ccccc3n2C)cc1
    3	4	3	-2.0	12	-27	3	-95	-36	-1
O=C(Nc1cc(F)cc(F)c1)OC1CCC12CCC(c1ccccc1)CC2 (configuration not stated)
    -3	-6	2	nt	nt	0	nt	7	4	3
CC(NC(=O)C1CCCN1S(=O)(=O)c1ccccc1)c1ccccc1 (configuration not stated)
    -4	3	3	0.0	8	-1	-1	5	1	-7
CCOc1[nH]n(-c2ccccc2)c(=O)c1C=Nc1ccccc1
    0	3	-4	0.2	-5	1	13	-6	-3	5
CCOC(=O)c1c(S(=O)(=O)NCC(=O)Nc2ccc(F)cc2F)c(C)n(C)c1C
    1	-6	0	-0.1	10	3	13	8	0	-5
Cc1ccc(SCC(=O)Nc2cccnc2)cc1
    4	-2	3	-0.8	-2	0	2	1	-8	8
Cc1ccc(C(C)C)cc1NC(=O)Nc1ccc([N+](=O)[O-])cc1
    2	-6	-2	-0.7	6	5	9	9	0	5
Cc1cccc(CSc2nc3nc(C)cc(C)n3n2)c1
    1	1	5	0.1	1	1	4	0	2	-6
COCCN(Cc1cccs1)S(=O)(=O)c1csc(C(N)=O)c1
    2	1	5	-0.3	2	2	-7	10	-3	-2
Cn1nnnc1SCc1nnc(-c2ccccc2Br)o1
    0	0	6	0.5	-4	-4	24	0	-4	7
O=C(C[n+]1cc(-c2ccc(F)cc2)n2c1CCC2)c1cccs1
    -2	5	-1	-0.1	8	2	-11	-1	-2	6
COc1cccc(-c2cc3nc(NCc4ccccc4OC)n(C)c(=O)c3s2)c1
    -1	1	2	0.2	13	-2	-15	-11	-2	5
NNC(=O)CSc1nnnn1-c1ccccc1
    -6	-4	0	0.9	-1	-2	-4	-18	-3	-17

Complete entries from above.
CC(=O)N1CCN(C(=O)c2ccc(S(=O)(=O)Nc3ccccc3Cl)cc2)CC1 is listed as LEDGF integ inh = -9; Tn7 DDE FP = 1; Tn6 DDE FP = 5; KLK7 zymogen act = 0.2; ARFGAP1 inhibitor = 8; PLCg1 inh = -5; ASAP1 GAP inh = 0; ADAM10 inh = -2; ADAM17 inh = -5; TDP2 inh = -5
Cc1cccc(CSc2nc3nc(C)cc(C)n3n2)c1 is listed as LEDGF integ inh = 1; Tn7 DDE FP = 1; Tn6 DDE FP = 5; KLK7 zymogen act = 0.1; ARFGAP1 inhibitor = 1; PLCg1 inh = 1; ASAP1 GAP inh = 4; ADAM10 inh = 0; ADAM17 inh = 2; TDP2 inh = -6

Additional results
Values run as follows: LEDGF integ inh	Tn7 DDE FP	Tn6 DDE FP	KLK7 zymogen act	ARFGAP1 inhibitor	PLCg1 inh	ASAP1 GAP inh	ADAM10 inh	ADAM17 inh	TDP2 inh
O=S1(=O)CCN(Cc2ccccn2)CC1
    -3	-2	-7	0.1	-7	2	-11	1	-6	8
Cc1sc2c(c1C)C(=O)/C(=C\Nc1ccccn1)S(=O)(=O)N2C
    -8	-2	6	0.4	0	-6	-2	0	-1	-6
COc1ccc(CCNC(=O)CNS(=O)(=O)c2ccc(N(C)C)c([N+](=O)[O-])c2)cc1OC
    -6	0	6	-0.1	8	-2	0	-6	-3	6
O=S(=O)(NCC1CCCN(Cc2ccccc2O)C1)c1cccc2cccnc12 (configuration not stated)
    0	7	6	0.0	8	-2	-14	-4	-1	2
COc1ccc(S(=O)(=O)N2CCOC2CNC(=O)C(=O)NCc2ccccn2)cc1OC (configuration not stated)
    6	-6	4	0.0	-3	3	13	13	5	-11
COc1cc(NC(=S)Nc2ccccn2)cc(OC)c1OC
    0	0	-5	-0.6	-5	2	3	-2	0	1
C/C(N)=C(/C#N)C(=O)COC(=O)C1CCN(C(=O)c2ccc(Cl)cc2)CC1
    -3	3	5	0.2	4	1	-13	1	0	5
Cc1cc(C)n(-c2nc3ccccc3n3cnnc23)n1
    1	-5	1	-0.2	16	-5	3	2	-3	-3
O=C(Oc1ccc(=O)n(-c2ccccc2)n1)c1ccccc1
    1	3	-2	0.3	-9	0	14	1	-2	10
CCC(=O)N1CCc2cc(S(=O)(=O)CCC(=O)Nc3ccc(C)c(F)c3)ccc21
    1	-6	4	-0.2	5	1	-9	5	-3	-6
CC(C)c1ccc(/C=N/NC(=O)CCNC(=O)c2ccccc2)cc1
    3	-3	2	-0.4	14	3	-9	5	0	4
O=C(OCc1nc2ccccc2s1)c1ccco1
    2	3	0	-0.4	0	5	-1	7	2	-17
O=C(O)c1ccccc1OCc1ccccc1Cl
    3	-7	0	0.1	12	1	-1	-1	4	-14
CN1C(=O)CCC1(O)c1ccccc1 (configuration not stated)
    -4	6	-1	0.4	0	-7	-1	-6	-7	-19
CC(C)C(c1nnnn1Cc1cccs1)N1CCN(c2ccccc2)CC1 (configuration not stated)
    -2	-2	1	0.2	11	8	1	7	-2	10
CC(C)c1ccc(N(CC(=O)NC2CCCCC2)C(=O)CCC(=O)Nc2ccccn2)cc1
    2	0	4	1.1	0	0	-2	-4	0	-7
O=C(/C=C/c1cc([N+](=O)[O-])ccc1OC(F)F)Nc1cccc([N+](=O)[O-])c1
    -2	6	10	-0.1	5	-2	-12	3	-2	-5
CC(NC(=O)CCc1nnc(Cc2cccc(C(F)(F)F)c2)o1)C1CC1 (configuration not stated)
    0	-2	-4	-0.2	-1	-3	3	-10	-8	8
CCCCN1C(=O)N(c2ccc(Cl)cc2)C(C)(O)CC1(C)C (configuration not stated)
    -4	-1	8	0.3	-4	1	0	-5	1	5
CC(=O)c1nc(N2C(=O)CC(Cc3cc(C)cc(C)c3)C2=O)sc1C (configuration not stated)
    4	-1	0	-0.5	0	-1	9	-2	-2	1

In the list so far, 3 contain a furan ring, fused or not:
Values run as follows: LEDGF integ inh	Tn7 DDE FP	Tn6 DDE FP	KLK7 zymogen act	ARFGAP1 inhibitor	PLCg1 inh	ASAP1 GAP inh	ADAM10 inh	ADAM17 inh	TDP2 inh
O=C(NCc1ccccn1)c1ccc(COc2ccc(Cl)cc2)o1
    -3	4	-2	-0.3	-2	-3	6	0	0	-3
CCCCOC(=O)c1ccc(S(N)(=O)=O)o1
    2	-2	0	0.0	5	-1	-6	-8	2	4
O=C(OCc1nc2ccccc2s1)c1ccco1
    2	3	0	-0.4	0	5	-1	7	2	-17

Some of these compounds in order of the ARFGAP1 inhibitor value, low to high.
Values run as follows: LEDGF integ inh	Tn7 DDE FP	Tn6 DDE FP	KLK7 zymogen act	ARFGAP1 inhibitor	PLCg1 inh	ASAP1 GAP inh	ADAM10 inh	ADAM17 inh	TDP2 inh
O=C(Oc1ccc(=O)n(-c2ccccc2)n1)c1ccccc1
    1	3	-2	0.3	-9	0	14	1	-2	10
O=S1(=O)CCN(Cc2ccccn2)CC1
    -3	-2	-7	0.1	-7	2	-11	1	-6	8
COc1cc(NC(=S)Nc2ccccn2)cc(OC)c1OC
    0	0	-5	-0.6	-5	2	3	-2	0	1
CC(NC(=O)CCc1nnc(Cc2cccc(C(F)(F)F)c2)o1)C1CC1 (configuration not stated)
    0	-2	-4	-0.2	-1	-3	3	-10	-8	8
